High-throughput results: PubChem, Southern Research Specialized Biocontainment Screening Center
tuberculosis growth = growth inhibition of non-replicating M. tuberculosis (AID 488890); one-dose inhibition, % at 25 µM; IC50 in µM for titrated hits; 320,000 tested, 0.39% active; Mycobacterium tuberculosis non-replicating, growth inhibition; higher % means a stronger effect; in the data active = a potency from the dose series; inconclusive = inhibition mostly from about 82% at the one dose, without a potency; inactive = the rest, 99 in 100 with inhibition below about 76%;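 note: plate controls were DMSO cells for no effect and high antibiotic wells for full effect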
M. tuberculosis HTS = M. tuberculosis growth inhibition, HTS (AID 449762); M. tuberculosis H37Rv growth inhibition, 7H9 media; higher % means a stronger effect; 330,000 tested, 0.59% active; one-dose inhibition, % at 25 µM; IC50 in µM for titrated hits; in the data active = a potency from the dose series; inconclusive = inhibition above about 70% without an active follow-up result;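 note: bacterial growth assessed after seven days of incubation; strong numbers were not always called active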
PhoP GFP inhibition = Inhibition of PhoP regulon, Salmonella typhi GFP reporter cells, confirmation, 4 h (AID 1850). Salmonella Typhi PhoP-promoter GFP reporter, fluorescence, 4 h; higher % means a stronger effect. inhibition, % at 50 µM; hits with a dose series show IC50 in µM. 310,000 tested, 0.33% active; in the data active = a potency from the dose series; inconclusive = inhibition mostly from about 25% at the one dose, without a potency; inactive = the rest, 99 in 100 with inhibition below about 19%;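 note: 0% = induced wells with vehicle and 100% = uninduced wells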
VEEV TC-83 Vero = inhibitors of VEEV TC-83 cytopathic effect, confirmation, Vero cells (AID 588727) | Vero cells, VEEV TC-83 cytopathic effect inhibition; higher % means a stronger effect | one-dose inhibition, % at 20 µM; IC50 in µM for titrated hits | 350,000 tested, 0.13% active; in the data active = a potency from the dose series; inconclusive = inhibition mostly from about 14% at the one dose, without a potency; inactive = the rest, 99 in 100 with inhibition below about 12%; note: strong numbers were not always called active
influenza NS1A = NS1A inhibition, H1N1 influenza, cell based functional assay (AID 504329) | NS1A functional cell-based assay, percent inhibition; higher % means a stronger effect | inhibition, % at 12.5 µM, or IC50 in µM where a hit was titrated | 340,000 tested, 0.3% active; in the data active = a potency from the dose series; inconclusive = inhibition above about 27% without an active follow-up result; note: strong numbers were not always called active
VEEV TC-83 Vero 10K pilot screen = further read-out of VEEV TC-83 Vero, marked with its call; inhibition, %; measured here: 10K pilot screen inhibition
An asterisk follows results filed as active; i = inactive; u = inconclusive; x = not tested or not shown.

Preview (15 entries):
SMILES | tuberculosis growth | M. tuberculosis HTS | PhoP GFP inhibition | VEEV TC-83 Vero | influenza NS1A | others
CCc1ccccc1NC(=O)CSc1nnc(-c2ccncc2)o1 | 0.0% | -0.5% | -4.8% | 1.1% | 2.8%
Cc1[nH]c2ccccc2c(=O)c1CN1CCCCCC1 | 49.0% | 2.4% | -1.7% | i | 1.9%
Cc1cccc(NC(=O)NC(=S)NC(=O)c2ccccc2)c1 | u | 55.1% | -11.6% | 0.7% | -6.9%
CCc1ccc(/C=C2\Oc3ccc(C(=O)OC)cc3C2=O)cc1 | 48.7% | -10.4% | 10.1% | u | 7.8%
CC(=O)O[C@H]1C[C@@H]2CC[C@@H]3[C@H](CC[C@]4(C)C(=O)CC[C@@H]34)[C@@]2(C)C[C@@H]1OC(C)=O | 8.4% | -7.1% | -9.7% | 2.8% | 2.4%
CCN(CC)C(=S)NC(=O)c1ccc(F)cc1 | u | u | -12.6% | 0.3% | -16.1% | VEEV TC-83 Vero 10K pilot screen=0.9
O=c1c2ccccc2nc(CSc2ncnc3nc[nH]c23)n1-c1ccccc1Cl | 22.4% | 20.0% | 1.8% | 0.2% | 8.4%
CCCn1nnc(NC(=O)C(C)C)n1 | 12.8% | -8.8% | 9.4% | i | 1.4%
Cc1ccc(C)c(NC(=O)C(Sc2nc3ccccc3c(=O)n2CC(C)C)c2ccccc2)c1 (stereo not given) | -11.1% | 11.2% | -19.9% | 6.4% | -5.4%
COc1cccc(-n2nnnc2SCC(=O)NC2CCCC2)c1 | x | 3.1% | -5.0% | 1.4% | 2.3% | VEEV TC-83 Vero 10K pilot screen=2.3
COc1ccc(NC(=O)CSc2nccn2Cc2ccccc2)c(OC)c1 | 14.9% | -4.5% | -6.4% | 2.3% | 4.7%
O=C(c1ccccc1)N(Cc1nc2ccccc2c(=O)[nH]1)C1CCCCC1 | 30.2% | -5.0% | -1.0% | 0.5% | -0.5%
C(#Cc1ccccc1)C[N+]1(CC#Cc2ccccc2)CCCCC1 | 17.1% | -3.6% | 5.6% | i | -2.1%
CCOc1ccc(NC(=O)CN(C)C(=O)CSCc2ccc(C)cc2)cc1OCC | 12.8% | 2.4% | 12.5% | 8.0% | 4.5%
Cc1ccc(NC(=O)c2ccc(NC(=O)C3CCCCC3C(=O)O)cc2)cc1 (stereo not given) | -14.1% | -10.6% | -2.9% | i | -9.6%

This part in full, from the first entry:
SMILES | tuberculosis growth | M. tuberculosis HTS | PhoP GFP inhibition | VEEV TC-83 Vero | influenza NS1A | others
CCc1ccccc1NC(=O)CSc1nnc(-c2ccncc2)o1 | 0.0% | -0.5% | -4.8% | 1.1% | 2.8%
Cc1[nH]c2ccccc2c(=O)c1CN1CCCCCC1 | 49.0% | 2.4% | -1.7% | i | 1.9%
Cc1cccc(NC(=O)NC(=S)NC(=O)c2ccccc2)c1 | u | 55.1% | -11.6% | 0.7% | -6.9%
CCc1ccc(/C=C2\Oc3ccc(C(=O)OC)cc3C2=O)cc1 | 48.7% | -10.4% | 10.1% | u | 7.8%
CC(=O)O[C@H]1C[C@@H]2CC[C@@H]3[C@H](CC[C@]4(C)C(=O)CC[C@@H]34)[C@@]2(C)C[C@@H]1OC(C)=O | 8.4% | -7.1% | -9.7% | 2.8% | 2.4%
CCN(CC)C(=S)NC(=O)c1ccc(F)cc1 | u | u | -12.6% | 0.3% | -16.1% | VEEV TC-83 Vero 10K pilot screen=0.9
O=c1c2ccccc2nc(CSc2ncnc3nc[nH]c23)n1-c1ccccc1Cl | 22.4% | 20.0% | 1.8% | 0.2% | 8.4%
CCCn1nnc(NC(=O)C(C)C)n1 | 12.8% | -8.8% | 9.4% | i | 1.4%
Cc1ccc(C)c(NC(=O)C(Sc2nc3ccccc3c(=O)n2CC(C)C)c2ccccc2)c1 (stereo not given) | -11.1% | 11.2% | -19.9% | 6.4% | -5.4%
COc1cccc(-n2nnnc2SCC(=O)NC2CCCC2)c1 | x | 3.1% | -5.0% | 1.4% | 2.3% | VEEV TC-83 Vero 10K pilot screen=2.3
COc1ccc(NC(=O)CSc2nccn2Cc2ccccc2)c(OC)c1 | 14.9% | -4.5% | -6.4% | 2.3% | 4.7%
O=C(c1ccccc1)N(Cc1nc2ccccc2c(=O)[nH]1)C1CCCCC1 | 30.2% | -5.0% | -1.0% | 0.5% | -0.5%
C(#Cc1ccccc1)C[N+]1(CC#Cc2ccccc2)CCCCC1 | 17.1% | -3.6% | 5.6% | i | -2.1%
CCOc1ccc(NC(=O)CN(C)C(=O)CSCc2ccc(C)cc2)cc1OCC | 12.8% | 2.4% | 12.5% | 8.0% | 4.5%
Cc1ccc(NC(=O)c2ccc(NC(=O)C3CCCCC3C(=O)O)cc2)cc1 (stereo not given) | -14.1% | -10.6% | -2.9% | i | -9.6%
CC(NC(=O)CN1CCCC1)C12CC3CC(CC(C3)C1)C2 (stereo not given) | x | x | -4.8% | 2.0% | -3.1%
C/C(N)=C(/C#N)C(=O)COC(=O)c1ccccc1O | 61.2% | 2.0% | -7.2% | 0.2% | -1.4%
O=C(Cn1ccc2ccccc2c1=O)Nc1ccc2c(c1)OCO2 | -4.9% | 6.5% | -7.4% | 0.1% | -0.3%
CCOc1ccccc1Nc1ncnc2ccc(Br)cc12 | 5.8% | 4.7% | -7.1% | 0.4% | -7.2%
COc1ccc(N2C(=O)CC(N3CCN(c4ccc(Cl)cc4)CC3)C2=O)cc1 (stereo not given) | -6.8% | 3.2% | -2.0% | 0.3% | 5.6%

3 neighbouring records out of the list so far:
SMILES | tuberculosis growth | M. tuberculosis HTS | PhoP GFP inhibition | VEEV TC-83 Vero | influenza NS1A | others
O=C(c1ccccc1)N(Cc1nc2ccccc2c(=O)[nH]1)C1CCCCC1 | 30.2% | -5.0% | -1.0% | 0.5% | -0.5%
C(#Cc1ccccc1)C[N+]1(CC#Cc2ccccc2)CCCCC1 | 17.1% | -3.6% | 5.6% | i | -2.1%
CCOc1ccc(NC(=O)CN(C)C(=O)CSCc2ccc(C)cc2)cc1OCC | 12.8% | 2.4% | 12.5% | 8.0% | 4.5%

The results go on.
SMILES | tuberculosis growth | M. tuberculosis HTS | PhoP GFP inhibition | VEEV TC-83 Vero | influenza NS1A | others
CCc1nn(CC(=O)NCCCN(Cc2ccccc2)C(C)C)c(=O)c2cc3sccc3n12 | -3.2% | 2.9% | -8.4% | i | -13.5%
CCN(C(=O)CSc1nc2ccccc2c(=O)n1-c1ccc(C)cc1)C1CCS(=O)(=O)C1 (stereo not given) | 17.2% | -9.5% | -10.6% | 6.0% | -6.5%
CC(O)CNCCNCc1cccs1 (stereo not given) | -3.7% | -4.3% | 10.4% | 0.3% | -4.6%
COc1ccc(N2CCN(c3cc(C)c4ccccc4n3)CC2)cc1 | 16.9% | 3.8% | -12.2% | 0.7% | 2.4%
CN1C(=O)COc2ccc(C(=O)c3ccccc3C(=O)O)cc21 | -6.2% | 1.1% | -2.8% | 0.2% | -6.2%
CC1=NN(C(C#N)c2ccccc2O)C(C)(C)C1 (stereo not given) | 5.5% | 14.0% | -11.7% | i | -0.7%
CC(Nc1ccc(S(=O)(=O)N2CCN(C)CC2)cc1[N+](=O)[O-])c1ccccc1 (stereo not given) | x | x | x | 3.4% | 1.0%
CC1CCC(N2CCN(c3ncccn3)CC2)CC1 (stereo not given) | 2.2% | -2.7% | -2.9% | 0.7% | 5.6%
CCNC(=O)c1ccc(NC(=O)CC2SC(N3CCCCC3)=NC2=O)cc1 (stereo not given) | 3.1% | -7.4% | x | 1.0% | -10.0%
O=C(C1=C[C@H](c2coc3ccccc3c2=O)C[C@H](OCc2ccc(CO)cc2)O1)N1CCOCC1 | 26.7% | 4.0% | -5.5% | 0.7% | -0.8%
CSc1ccccc1N=CC1=C(O)CC(C)(C)CC1=O | -4.7% | -9.2% | -12.2% | i | 2.4%
CC(=O)N1CCN(c2ccc([N+](=O)[O-])c(NCc3cccnc3)c2)CC1 | 1.0% | 11.5% | -7.7% | 0.6% | 7.2%
O=C(N/N=C/c1ccc(-c2ccccc2[N+](=O)[O-])o1)c1cccnc1 | -19.6% | -7.6% | 6.5% | 1.8% | 4.9%
CCOCCCNC(=O)C(NC(=O)CNC(C)=O)c1ccc(C)cc1 (stereo not given) | 51.0% | -1.4% | -8.0% | 1.5% | 1.5%
O=S(=O)(c1ccc2ccccc2c1)N1CCN(C(=S)Nc2ccccc2F)CC1 | -2.9% | -5.7% | -7.9% | 1.0% | -6.9%
COc1ccccc1/C=C/C=N/NC(=O)CCC1C(=O)NN=C1C (stereo not given) | -15.4% | 1.8% | -0.5% | 0.0% | 1.6%
Cc1[nH]n2c(=O)cc(-c3ccc([N+](=O)[O-])cc3)nc2c1-c1ccccc1 | u | u | 8.4% | 10.4% | 1.8%
CCCCC1(C(=O)OC)NC(c2ccc(O)cc2)C2C(=O)N(c3ccccc3)C(=O)C21 (stereo not given) | 7.4% | 5.4% | 2.8% | i | -6.7%
CCCCNC(=O)CS(=O)Cc1nc(-c2ccc(C)cc2)oc1C (stereo not given) | -12.8% | -4.4% | 5.7% | 0.2% | 6.5% | VEEV TC-83 Vero 10K pilot screen=0.9
CCC(C(=O)NC1CCCCC1)N(Cc1cccs1)C(=O)c1snc(C(N)=O)c1N (stereo not given) | 21.6% | -0.4% | 2.0% | 9.5% | x
Cc1cc(NC(=O)C2CC(=O)N(c3cccc(C)c3C)C2)no1 (stereo not given) | 4.5% | 6.1% | 0.6% | i | 6.3%
CCN1CCN(C(c2cccs2)C(C)NC(=O)c2cccc(OC)c2)CC1 (stereo not given) | 17.1% | 5.7% | 1.7% | i | 2.4%
